# Screening data deposited in PubChem by several laboratories.
# Rac1 GTP hydrolysis: MgcRacGAP GTPase-activating activity inhibitors, confirmation, biochemical, ADP Hunter fluorescence. inhibition, % at 30 µM, or IC50 in µM where a hit was titrated. Rac GTPase-activating protein 1 (Homo sapiens). hit rate 0.6% among 340,000. MgcRacGAP-stimulated Rac1 GTP hydrolysis, ADP Hunter fluorescence; higher % means a stronger effect; GST-tagged Rac1 F28L mutant substrate;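 active means first-screen hits whose inhibition reached a set limit at any dose in the follow-up dose series; inconclusive means inhibition above the set first-screen limit but never retested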;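 further: fluorescence reports GDP produced by GAP-driven GTP hydrolysis; strong numbers were not always called active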
# Dengue-2 NS5 capping: Dengue-2 NS5 methyltransferase inhibitors, primary screen, biochemical, confirmation dose response (AID 588689) | Genome polyprotein (Dengue virus type 2 (strain 16681-PDK53)) | Dengue-2 NS5 methyltransferase capping enzyme assay, biochemical; higher % means a stronger effect | inhibition, % at 25 µM, or IC50 in µM where a hit was titrated | hit rate 0.3% among 340,000; in the data active means a potency from the dose series; inconclusive means inhibition above about 29% without an active follow-up result
# XIAP displacement: XIAP antagonists, biochemical, IAP family, fluorescence polarization (AID 1018); E3 ubiquitin-protein ligase XIAP (Homo sapiens); XIAP BIR domain, fluorescence polarization peptide displacement; higher % means a stronger effect; one-dose displacement, % at 20 µM; IC50 in µM for titrated hits; hit rate 0.007% among 200,000; in the data active means displacement above about 50%; further: a part of the inactive calls stands beside numbers as strong as those of hits
# RSV CPE inhibition: RSV antiviral activity via CPE protection, HEp-2 cells, primary 10 µM value included (AID 2391); HEp-2 cells, RSV-induced CPE inhibition; higher % means a stronger effect; CPE inhibition, % at 10 µM; hits with a dose series show IC50 in µM; hit rate 0.13% among 310,000; in the data active means a potency from the dose series; inconclusive means CPE inhibition mostly from about 23% at the one dose, without a potency; inactive means the rest, 99 in 100 with CPE inhibition below about 21%; further: strong numbers were not always called active
# AID2073: inhibitors of Mint1-CaV2.2 protein interaction, biochemical, HTRF (AID 2073); HTRF protein-protein interaction, Mint1-CaV2.2; higher % means a stronger effect; hit rate 0.19% among 290,000; one-dose inhibition, % at 20 µM; IC50 in µM for titrated hits; Voltage-dependent N-type calcium channel subunit alpha-1B (Homo sapiens); in the data active means inhibition mostly above about 51%, no sharp cut-off; inconclusive means no clear call, values can overlap the other calls; inactive means mostly below about 53%; further: some results filed as inactive read as strong as hits
# HIV fusion peptide: inhibitors of HIV fusion peptide binding, primary screen, biochemical, uHTS, fluorescence dequenching (AID 1986) | cell-free peptide binding, fluorescence dequenching, 30 min; higher % means a stronger effect | inhibition, % at 20 µM, or IC50 in µM where a hit was titrated | hit rate 0.3% among 290,000; in the data active means inhibition mostly above about 52%, no sharp cut-off; inactive means mostly below about 76%; further: some results filed as inactive read as strong as hits
# Large T inhibition: SV40 large T antigen inhibitors, biochemical (AID 1903); SV40 large T antigen ATPase/helicase inhibition assay; higher % means a stronger effect; inhibition, % at 20 µM; hits with a dose series show IC50 in µM; hit rate 0.39% among 310,000; in the data active means a potency from the dose series; inconclusive means inhibition mostly from about 32% at the one dose, without a potency; inactive means the rest, 99 in 100 with inhibition below about 32%; further: strong numbers were not always called active
# Siah-1 displacement: Siah-1 peptide-binding antagonists, primary screen, biochemical, fluorescence polarization, rhodamine-plectin, uHTS (AID 1817); displacement, % at 20 µM, or IC50 in µM where a hit was titrated; hit rate 0.02% among 290,000; E3 ubiquitin-protein ligase SIAH1 (Homo sapiens); Siah-1 / rhodamine-plectin peptide fluorescence polarization; higher % means a stronger effect;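 active means displacement of at least 50% at 20 µM, with a fluorescence ratio check between 0.3 and a set limit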;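 further: plate controls were Siah plus tracer with DMSO for no effect and tracer alone without Siah for full effect; strong numbers were not always called active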
# LYP phosphatase: inhibitors of LYP phosphatase, biochemical, fluorescence intensity, uHTS (AID 1779) | inhibition, % at 11.5 µM; hits with a dose series show IC50 in µM | Tyrosine-protein phosphatase non-receptor type 22 (Homo sapiens) | hit rate 0.054% among 290,000 | recombinant LYP phosphatase, fluorescence intensity; higher % means a stronger effect; in the data active means inhibition above about 50%;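 further: plate controls were vehicle with enzyme for no effect and no enzyme for full effect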
# Dengue-2 NS5 capping pilot replicate: second read-out of Dengue-2 NS5 capping, no call of its own (marks repeat the call); inhibition, %; measured here: pilot screen replicate inhibition
# Active calls of the source: *; u = inconclusive; x = not tested or not shown.
SMILES,Rac1 GTP hydrolysis,Dengue-2 NS5 capping,XIAP displacement,RSV CPE inhibition,AID2073,HIV fusion peptide,Large T inhibition,Siah-1 displacement,LYP phosphatase,others
O=C(c1ccc(S(=O)(=O)N2CCCC2)cc1)N(c1ccccc1)C1C=CS(=O)(=O)C1 (configuration not stated),8%,-3%,x,1.6%,1%,0.8%,5%,6%,-11%,
CCc1ccc(NC(=O)CN(C)S(=O)(=O)c2ccc3[nH]c(=O)oc3c2)cc1,-24%,3%,x,4.7%,7%,0.6%,5%,1%,-8%,
Cc1cccc(C(=O)N2CCN(Cc3ccc4c(c3)OCO4)CC2)c1,15%,3%,0.1%,2.6%,-4%,0.2%,7%,2%,-5%,
O=C(NCc1ccc2c(c1)OCO2)c1cc(-n2cnnc2)ccc1Cl,3%,-7%,-5.8%,3.4%,1%,-2.4%,6%,-1%,-5%,Dengue-2 NS5 capping pilot replicate=0.3
CCOc1cc(/C=N\NC(=O)c2ccc(NC(=O)CC)cc2)ccc1OC(=O)c1ccccc1,9%,-2%,-2.7%,4.2%,16%,0.3%,17%,2%,-7%,
CN(N)c1nc(-c2ccccc2)cc(-c2ccccc2)n1,2%,-3%,x,3.3%,-4%,-0.9%,11%,3%,-5%,
Cc1ccc(-n2c(-c3ccccc3)n[nH]c2=S)cc1,17%,-7%,-4.6%,1.6%,11%,0.3%,-1%,8%,-2%,
CCC1COC(c2cccn2Cc2ccc(Cl)cc2)=N1 (configuration not stated),12%,-5%,-5.1%,0.1%,-4%,-2.8%,-18%,-4%,-4%,
Cc1ccc(Nc2nnc(SCc3ccccc3)s2)cc1,1%,-5%,-1.8%,8.7%,-1%,-2.2%,8%,2%,-3%,
CCc1ccc(CN2C(=O)c3ccccc3C2C(=O)NC(C)CC)cc1 (configuration not stated),4%,-9%,x,0.7%,-2%,1.6%,10%,3%,2%,
O=C(O)C1CCCCC1C(=O)NCc1ccccn1 (configuration not stated),-15%,2%,-3.1%,3.3%,-4%,-0.8%,-1%,3%,-10%,
Cc1cccc(-c2noc(CN(C)C(=O)c3ccc4c(c3)OCO4)n2)c1,10%,-13%,x,12%,0%,0.2%,0%,0%,-9%,
Cc1ccc(Cn2c(=N)c(C(=O)NCc3ccco3)cc3c(=O)n4ccccc4nc32)cc1,9%,-4%,0.7%,7.3%,36%,19%,6%,60%,1%,
Cc1ccc(NC(=O)c2ccc(S(=O)(=O)N3CCOCC3)cc2)nc1,2%,-6%,-8.1%,3.5%,-2%,1.3%,0%,3%,-5%,
CC(C)NC(=S)N1CCN(Cc2ccc3c(c2)OCO3)CC1,10%,-5%,-14%,-1.1%,-14%,-1.9%,0%,-2%,-7%,
CN(C)C(=S)NC(=O)c1cccc(Cl)c1,6%,-1%,0.0%,3.3%,-8%,-0.5%,15%,8%,-2%,
COc1cc2nc(CN3CCOCC3)n(CC(=O)NCC(F)(F)F)c(=O)c2cc1OC,6%,-5%,x,0.6%,13%,7.7%,4%,13%,-6%,
c1ccc(CN2C3=NCCN3c3ccccc32)cc1,12%,-7%,-11%,1.9%,5%,2.3%,3%,-4%,-12%,
C=Cc1ccc(COC(=O)c2cn(CC)c3nc(C)ccc3c2=O)cc1,11%,-8%,x,4.2%,4%,0.8%,5%,1%,-4%,
Cc1[nH]c2ccccc2c1C(=O)CN1CCCC1,-1%,-4%,-5.0%,0.6%,11%,-1.1%,4%,1%,-2%,
COc1ccc(/C(O)=C2/C(=O)C(=O)N(Cc3cccnc3)C2c2ccncc2)cc1F (configuration not stated),4%,-5%,-4.1%,0.9%,1%,-1.1%,10%,5%,0%,
CN(C)P(=NC(=O)COc1ccc(Cl)cc1Cl)(N(C)C)N(C)C,5%,-10%,-0.3%,0.8%,5%,6.3%,1%,0%,-7%,
CCCCn1c(N)c(N(CC(C)C)C(=O)C2CC(=O)N(Cc3ccco3)C2)c(=O)[nH]c1=O (configuration not stated),3%,0%,x,0.4%,-2%,-1.5%,13%,-4%,-9%,
NC(=O)COc1ccc(C(=O)/C=C2/C(=O)Nc3ccccc32)cc1,8%,-49%,x,0.5%,45%,-2.5%,9%,3%,-4%,
O=C(O)c1cc2c(ccc3ccccc32)[nH]1,2%,3%,-2.3%,45%,4%,1.0%,1%,7%,-7%,
Cc1cccc(CCNC(=O)C2CCCN(c3ncnc4c3nc3n4CCCCC3)C2)c1 (configuration not stated),10%,1%,x,4.8%,8%,-1.3%,10%,2%,-7%,
COc1ccc(C(=O)NCCCCCC(=O)O)cc1OC,7%,-12%,-5.6%,1.5%,-6%,-2.3%,14%,4%,-1%,
Cc1ccccc1Cn1cc(S(=O)(=O)CC(=O)N2CCCCC2)c2ccccc21,6%,1%,-6.6%,1.5%,13%,-3.0%,0%,6%,-4%,
O=C(Nc1nc2c(s1)CCCC2)Oc1ccccc1,14%,-2%,-6.7%,0.9%,-22%,-1.5%,0%,13%,0%,
Cn1c(COc2ccccc2O)[n+](C)c2ccccc21,1%,-11%,x,1.5%,-5%,-2.7%,1%,-1%,-7%,
CN(CC(=O)N1CCCCCC1)S(=O)(=O)c1ccc(F)cc1,6%,x,-4.9%,-0.2%,-7%,1.5%,-4%,12%,-11%,
O=C(CSC1=NC(=O)C(Cc2ccccc2)C(=O)N1)Nc1ncc(Br)cc1Br (configuration not stated),9%,-1%,-1.4%,-0.5%,-7%,-0.8%,20%,-10%,-6%,
CC1CCN(C(=O)COC(=O)c2cc3ccccc3cc2O)CC1,6%,-2%,0.8%,3.2%,12%,-2.0%,2%,0%,0%,
Cc1cccnc1NC(=O)c1ccc(Cl)c(S(=O)(=O)N2CCCC2)c1,8%,-9%,x,3.1%,10%,2.6%,24%,7%,-5%,
CCCC(=O)N1CCN(c2nc3c(OC)ccc(Cl)c3s2)CC1,0%,-13%,x,1.7%,-3%,1.1%,6%,3%,4%,
CC1(C)NC(=O)N(CC(=O)OCC(=O)Nc2cc(S(=O)(=O)N3CCCCC3)ccc2Cl)C1=O,10%,1%,-12%,4.4%,-2%,-1.4%,18%,9%,-3%,
CCOCCCn1c(=S)[nH]c2cc(C(=O)NCc3ccc(F)cc3)ccc2c1=O,-4%,-5%,x,2.1%,4%,-1.3%,10%,-2%,-8%,
N=c1oc2ccccc2cc1C(=O)NCc1ccccc1,8%,1%,x,3.7%,4%,0.5%,14%,-3%,-9%,
CCN(C(=O)CSc1nnc(-c2cccs2)n1CC)C1CCS(=O)(=O)C1 (configuration not stated),9%,-2%,x,1.1%,-4%,0.8%,5%,2%,-5%,
CC(C)=CCN1CCN(Cc2cc3ccccc3[nH]2)CC1CCO (configuration not stated),19%,x,x,-0.3%,5%,-0.9%,12%,1%,-6%,
Cc1ccccc1NC(=O)Cc1nc(COC(=O)c2ccc(O)cc2O)cs1,6%,-6%,x,7.1%,-1%,2.2%,9%,-7%,-2%,
O=[N+]([O-])c1cccc(N(CC(O)CN2CCCCC2)S(=O)(=O)c2ccccc2)c1 (configuration not stated),2%,16%,x,-0.3%,-14%,-0.5%,-3%,-3%,-10%,
CCOc1ccc(Oc2ccccc2NC(=O)C2=COCCO2)cc1,-6%,-7%,x,2.4%,x,x,8%,x,x,
CCN(CC(=O)NCc1ccc(Cl)cc1)C(=O)c1cnc(Cl)c(Cl)c1,7%,-8%,x,1.1%,0%,0.8%,6%,-2%,3%,
O=c1cc(-c2ccc(Cl)cc2)[nH]c2ccccc12,x,x,x,1.6%,16%,0.6%,12%,6%,-2%,
O=c1cc(COc2ncnc3c(Cl)cc(Cl)cc23)nc2sccn12,2%,-2%,x,0.7%,4%,2.3%,17%,0%,-9%,
O=[N+]([O-])c1cc(C(F)(F)F)ccc1NC1CCN(Cc2ccccc2)C1 (configuration not stated),-5%,-6%,x,-0.1%,6%,-1.0%,6%,11%,-8%,
CN(CCOc1ccc(Cl)cc1)C(=O)c1cc(-c2ccco2)nc2ccccc12,4%,-15%,x,0.4%,x,x,28%,x,x,

# The list goes on, starting with the last 4 of the part before.
SMILES,Rac1 GTP hydrolysis,Dengue-2 NS5 capping,XIAP displacement,RSV CPE inhibition,AID2073,HIV fusion peptide,Large T inhibition,Siah-1 displacement,LYP phosphatase,others
O=c1cc(-c2ccc(Cl)cc2)[nH]c2ccccc12,x,x,x,1.6%,16%,0.6%,12%,6%,-2%,
O=c1cc(COc2ncnc3c(Cl)cc(Cl)cc23)nc2sccn12,2%,-2%,x,0.7%,4%,2.3%,17%,0%,-9%,
O=[N+]([O-])c1cc(C(F)(F)F)ccc1NC1CCN(Cc2ccccc2)C1 (configuration not stated),-5%,-6%,x,-0.1%,6%,-1.0%,6%,11%,-8%,
CN(CCOc1ccc(Cl)cc1)C(=O)c1cc(-c2ccco2)nc2ccccc12,4%,-15%,x,0.4%,x,x,28%,x,x,
Cc1c(Cl)cccc1NC(=O)c1ccc(-n2ccnc2)nc1,9%,2%,-2.6%,7.2%,17%,-0.7%,3%,-8%,-10%,
Cc1cc2oc(=O)cc(CN(C)Cc3ccccc3Cl)c2cc1C,2%,-9%,x,u,6%,-0.4%,5%,5%,2%,
Cn1c(=O)c2c(nc(NCCOc3ccc(C(C)(C)C)cc3)n2C)n(C)c1=O,9%,0%,-2.1%,0.3%,-2%,-0.2%,11%,2%,-8%,
COC(=O)C(C)Nc1cccc(Br)c1 (configuration not stated),4%,-2%,x,0.7%,-13%,-1.2%,9%,0%,-6%,
Cc1cc(C)c(C)c(S(=O)(=O)Nc2ccccc2C(=O)O)c1C,5%,2%,-10%,3.7%,18%,21%,3%,-4%,-1%,
CN(C)S(=O)(=O)c1ccc(-c2ccccc2)cc1,14%,-7%,-1.6%,6.5%,1%,5.5%,29%,4%,-4%,
COc1ccc(CCNC(=O)c2cccc(Br)c2)cc1OC,13%,1%,x,1.7%,4%,2.2%,7%,0%,0%,
CCOc1ccccc1NC(=O)CCNS(=O)(=O)c1cccc2nsnc12,5%,2%,x,0.7%,35%,0.4%,2%,-2%,1%,
O=C(NC1CCCC1)C(c1ccccc1)N(C(=O)c1ccco1)C1CCCC1 (configuration not stated),5%,-1%,2.0%,-0.6%,6%,1.5%,0%,28%,-2%,
O=C(c1cc(-c2ccccn2)nc2c(Cl)cccc12)N1CCN(S(=O)(=O)c2ccccc2)CC1,3%,-3%,-5.9%,9.4%,9%,0.3%,8%,-1%,2%,
NCCNc1ccc([N+](=O)[O-])c(NC2CC2)c1,4%,-3%,-8.6%,1.3%,-10%,-2.3%,3%,-4%,1%,
